Source: PubChem
Mito fusion act: blocks mitochondrial division or promotes mitochondrial fusion | S. cerevisiae fusion-defective mutant growth rescue, CellTiterGlo 48 h | Potency, µM (doses to about 46.1 µM), without a hit: at the highest dose growth rescue (activation), actives largely listed as activators | 320,000 tested, 0.23% active | AID 485298;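 note: potency is the fitted concentration of half-maximal effect; % of control where 0% means no effect; nearly all actives have a fitted effect of over 45% in size; temperature-sensitive fusion mutants such as fzo1-1 at 37 °C on non-fermentable ethanol glycerol medium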
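Growth-rescue viability read-out: after 48 h at the non-permissive 37C in glycerol/ethanol YPEG, yeast mitochondrial fusion mutants are measured by CellTiterGlo luminescence; compounds (23 nl pinned per well) restoring growth score as division inhibitors or fusion activators.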
TCR activator: T cell receptor activation; AID 504894; 330,000 tested, under 10 active; Potency, µM (top dose mostly 9.22 µM), for the others: top-dose activation of IL-2 secretion, actives largely listed as activators; primary human leukocytes, anti-CD3, IL-2 HTRF, 48 h; note: % of control where 0% means no effect
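1) Mix primary human leukocytes, a-CD3 beads and compound. 2) Incubate 48 hr. 3) Add HTRF IL-2 reagents (a-IL-2-K, a-IL-2-d2).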
PTAP TSG101 blk: blocks PTAP/TSG101 interaction to inhibit HIV-1 budding. Fluorescence polarization, FITC-PTAP peptide / Tsg101 binding. AID 493005. 340,000 tested, under 10 active. Potency, µM (titrated, usually from 115 µM), without a hit: at the highest dose activity change, negative = inhibition, usual class: inhibitors. Q99816; active = well fitted inhibition curve with a large enough effect in the main read-out, with a control signal flat, not every such curve was filed as active; inconclusive = small, poorly fitted or top-dose-only effect, or effect the other way, or a change in a side signal; inactive = no such curve, though single readings can be large or run the other way; note: potency is the fitted concentration of half-maximal effect; % of control where 0% means no effect
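Compounds were pin-transferred onto Tsg101 binding domain (10 uM final) in HEPES pH 7.5 buffer, then FITC-PTAP peptide was added at 50 nM final. After 20 min at RT, polarization reported peptide displacement across a qHTS concentration series.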
TSHR antagonist: human thyrotropin receptor antagonism. P16473. TSHR-expressing cells, TSH-stimulated cAMP HTRF, 2 h; hits give low values. activity change, negative = inhibition, % at 11.5 µM. 330,000 tested, 0.2% active;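 active = activity change below a set negative limit, meaning inhibition stronger than a set level, cut at about -70% in these data; inconclusive = activity change between two set negative limits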; note: % is set by controls: 0 for no effect and ±100 for the full control effect
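Cell-based HTRF cAMP assay; TSHR cells + compound, TSH EC80 (4nM final), 2 h, 37 deg C. Lysis with anti-cAMP cryptate and cAMP-d2, 30 min RT, read 665/620 nm.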
uPA surface inh: inhibitors of cell surface uPA generation; cell surface uPA generation assay, qHTS; Potency, µM (highest dose often 38.3 µM), inactives show at the highest dose activity change, negative = inhibition, hits mostly inhibitors; 330,000 tested, 0.31% active; AID 540303; active = well fitted inhibition curve with a large enough effect; inconclusive = small, poorly fitted or top-dose-only effect; inactive = no such curve, though single readings can be large or run the other way; tested in mouse RAW 264.7 cells; note: potency is the fitted concentration of half-maximal effect; % is set by controls: 0 for no effect and ±100 for the full control effect; nearly all actives have a fitted effect of over 55% in size
Tb PFK inh: T. brucei PFK enzyme inhibition. Potency, µM (doses to about 57.5 µM), for inactives: at the top dose activity, negative = inhibition, actives largely listed as inhibitors. T. brucei PFK, ADP-Glo luminescence. 330,000 tested, 0.17% active. AID 485367. O15648;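 note: potency is the fitted concentration of half-maximal effect; 0% = uninhibited 1x PFK enzyme wells and -100% = no-enzyme wells; nearly all actives have a fitted effect of over 60% in size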
Target sequence (O15648 whole entry, looked up): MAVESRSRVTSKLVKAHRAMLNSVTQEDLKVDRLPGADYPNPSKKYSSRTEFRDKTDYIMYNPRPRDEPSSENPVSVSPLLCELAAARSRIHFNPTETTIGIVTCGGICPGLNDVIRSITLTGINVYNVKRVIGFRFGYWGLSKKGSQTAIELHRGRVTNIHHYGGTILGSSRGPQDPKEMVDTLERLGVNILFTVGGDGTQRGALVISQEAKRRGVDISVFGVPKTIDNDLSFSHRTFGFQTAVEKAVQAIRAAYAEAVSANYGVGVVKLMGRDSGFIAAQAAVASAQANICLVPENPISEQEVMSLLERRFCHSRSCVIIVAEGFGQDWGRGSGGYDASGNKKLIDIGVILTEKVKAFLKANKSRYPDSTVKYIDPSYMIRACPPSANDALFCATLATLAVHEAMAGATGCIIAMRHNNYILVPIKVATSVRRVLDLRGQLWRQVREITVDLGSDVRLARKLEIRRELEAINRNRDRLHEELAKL
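Compounds were pin-transferred as a titration series up to 57 uM into substrate buffer (0.5 mM F6P, 0.1 mM ATP, pH 8.0), then 1.25 nM PFK was added and reactions ran 45 min before ADP-Glo detection.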
Eya2 phos inh: blocks the phosphatase activity of human Eya2; recombinant Eya2, OMFP fluorescence dephosphorylation (OMFP is methylfluorescein phosphate); O00167; Potency, µM (top dose mostly 76.9 µM), without a hit: at the highest dose activity, negative = inhibition, hits mostly inhibitors; AID 488837; 330,000 tested, 0.006% active; note: potency is the fitted concentration of half-maximal effect; % is set by controls: 0 for no effect and ±100 for the full control effect
Target sequence (O00167 whole entry, looked up): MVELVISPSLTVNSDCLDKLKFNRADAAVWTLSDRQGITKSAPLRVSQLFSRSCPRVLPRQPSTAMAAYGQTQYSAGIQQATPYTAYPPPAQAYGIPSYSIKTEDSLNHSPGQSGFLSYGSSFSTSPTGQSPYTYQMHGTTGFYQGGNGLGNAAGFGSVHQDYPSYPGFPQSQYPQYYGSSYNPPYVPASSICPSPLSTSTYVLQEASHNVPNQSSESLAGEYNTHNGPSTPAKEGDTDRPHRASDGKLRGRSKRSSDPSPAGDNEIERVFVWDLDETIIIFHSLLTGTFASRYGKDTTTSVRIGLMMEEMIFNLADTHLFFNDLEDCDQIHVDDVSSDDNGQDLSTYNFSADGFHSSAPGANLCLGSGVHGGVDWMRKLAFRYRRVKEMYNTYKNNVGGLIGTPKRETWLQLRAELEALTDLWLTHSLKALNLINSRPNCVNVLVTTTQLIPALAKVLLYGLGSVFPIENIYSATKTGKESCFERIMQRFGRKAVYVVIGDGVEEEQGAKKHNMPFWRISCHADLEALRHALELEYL
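Eya2 protein (added as 0.2 uM solution) was preincubated with compound for 10 min at ambient temperature in 50 mM HEPES pH 7.5, 50 mM NaCl, 5 uM MgCl2, 0.05% BSA, 1 mM DTT. OMFP (added at 50 uM) then reacted 10 min; fluorescence read at 485/525 nm.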
Chronic BCR inh: blocks chronic active B-cell receptor signaling; Potency, µM (doses to about 46.1 µM), for the others: at the highest dose ratio change, negative = lower green/red ratio, usual class: inhibitors; ABC-DLBCL IkBa-CBG/CBR reporter, luminescence ratio, 4 h; 340,000 tested, 0.05% active; active = well fitted inhibition curve with a large enough effect in the signal ratio, with a control signal flat, not every such curve was filed as active; inconclusive = small, poorly fitted or top-dose-only effect, or effect the other way, or a change in a side signal; the % refers to the signal ratio;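 note: potency is the fitted concentration of half-maximal effect; plate controls were basal doxycycline-induced cells for no effect and cells given 10 µM MG132 for full effect; MG132 reads +100%, hits lower the ratio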
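TMD8 ABC-DLBCL cells carrying doxycycline-inducible green luciferase fused to IkappaBalpha plus unfused red luciferase were exposed to compounds (up to 46 uM) for 4 hrs at 37C. Activity came from the overlap-corrected green/red luminescence ratio.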
ELG1 repair inh: ELG1-dependent DNA repair inhibition | HEK293T ELG1-luciferase reporter, luminescence, 16 h; DNA damage induced by 5-fluorouridine | Potency, µM (top dose mostly 46.1 µM), for the others: top-dose activity change, negative = inhibition, actives largely listed as inhibitors | 330,000 tested, 2.3% active; note: potency is the fitted concentration of half-maximal effect; % is set by controls: 0 for no effect and ±100 for the full control effect; nearly all actives have a fitted effect of over 55% in size
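Step one: seed 2,000 cells per well. Step two: pin-transfer compound or DMSO alongside 5-fluorouridine. Step three: incubate 16 hr, 37 °C, 5% CO2. Step four: add ONE-Glo, wait 30 min, read luminescence.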
B2AR arrestin: recruits beta-arrestin to the human beta2-adrenergic receptor; AID 492947; 330,000 tested, 0.02% active; Potency, µM (doses to about 46.1 µM), for inactives: at the highest dose activation, usual class: activators; P07550; beta-arrestin recruitment to beta2AR, cell-based reporter;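 note: potency is the fitted concentration of half-maximal effect; 0% = DMSO controls and full agonism = EC100 isoproterenol or metaproterenol; nearly all actives have a fitted effect of over 65% in size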
USP2a inh: blocks human ubiquitin-specific protease USP2a. USP2 core, Ub-CHOP2 coupled fluorogenic reporter, 485/531. 330,000 tested, 0.01% active. Potency, µM (series often up to 38.3 µM), for the others: at the top dose activity change, negative = inhibition, most hits filed as inhibitors. AID 463254;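 note: potency is the fitted concentration of half-maximal effect; plate controls were DMSO wells for no effect and full inhibition by NEM control for full effect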
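Deubiquitinase activity read as fluorescence (485/531 nm) after Ub-CHOP2 cleavage activates the enterokinase reporter on its substrate; USP2 core 10nM, Ub-CHOP2 and substrate 25nM each, 30min compound preincubation then 60min RT; data normalized to NEM, curves fitted.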
* = called active by the depositor; ? = inconclusive; / = no result given; & = joins results of further samples; [ ] = dose if it differs, or a comment. Unless noted, calls come from the whole dose curve; as a rule, active = well fitted curve in the direction sought with a large enough effect; inconclusive = small, poorly fitted or top-dose-only effect, or another doubt; inactive = no such curve, though single readings can be large; an effect the other way counts as inactive or inconclusive.

SMILES	Mito fusion act	TCR activator	PTAP TSG101 blk	TSHR antagonist	uPA surface inh	Tb PFK inh	Eya2 phos inh	Chronic BCR inh	ELG1 repair inh	B2AR arrestin	USP2a inh
O=C(O)CCc1nc2ccccc2n(CCc2ccccc2)c1=O	4%	1%	-6%	9	2%	5%	1%	4%	-1%	3.3%	-1%
CN1CCN(C2CCN(Cc3ccc(O)c4ncccc34)CC2)CC1	-3%&-1%	-1%	-3%	-1&3	?	-2%&6%	3%&3%	6%&7%	17%	0.0%&0.3%	1%&1%
CCc1cccc(C)c1NC(=O)CN(C)C1=NS(=O)(=O)c2ccccc21	-1%	/	0%	47	-1%	0%	-10%	3%	-3%	-0.1%	2%
CNC(=O)NC(=O)C(C)OC(=O)c1oc2ccccc2c1CSc1ccc(Cl)cc1 (configuration not stated)	4%	0%[46.1 µM]	-4%	9	-1%	-2%	-1%	?	-1%	0.4%	-2%
Cn1nc(CC(=O)Nc2ncc(Br)s2)c2ccccc2c1=O	0%	3%[46.1 µM]	-2%	-13	-4%	-1%	-5%	?	0%	-0.9%	-9%
CNC(=O)c1sc(-c2ccccn2)nc1C	-6%	-2%	1%	18	1%	1%	-5%	0%	11%	-0.2%	3%
FC(F)(F)c1nc(Sc2ncccc2C(F)(F)F)n[nH]1	-10%	1%	-2%	-2	3%	3%	-3%	3%	-3%	-0.7%	11%
CCC(C)c1ccccc1NC(=O)C(C)Sc1n[nH]c(N)n1 (configuration not stated)	-8%	7%	-2%	-23	0%	2%	22%	1%	6%	0.1%	2%
CCCOc1ccc(C2C(C(=O)c3ccc(C)o3)=C(O)C(=O)N2Cc2cccnc2)cc1 (configuration not stated)	2%	/	/	7	/	-2%	28%	5%	-5%	-0.3%	0%
O=S1(=O)CCC(NC2CCCC2)C1 (configuration not stated)	-4%	1%	-1%	3	-2%	-3%	?	?	-4%	-0.2%	3%
NC(=O)NOCc1ccccc1F	2%	5%	-2%	-25	5%	-3%	1%	2%	-7%	-0.7%	1%
Cc1ccc(OCC(=O)N2CC3(C)CC2CC(C)(C)C3)cc1 (configuration not stated)	7%	-6%[46.1 µM]	-6%	-18	10%	-2%	6%	?	16%	0.2%	0%
CCCCn1c(-c2cccc(Br)c2)nc2cc3[nH]c(=O)c(C(C)C)nc3cc21	10%	-1%	-2%	-6	13%	0%	-18%	?	?	0.1%	3%
Cc1ccc2nc(Cl)c(/C=N/Nc3ccc(C(=O)O)cc3)cc2c1	2%	-8%	-1%	6	4µM*	17%	22%	?	?	-1.1%	9%
CCOc1ccc(Cl)cc1/C=N/NC(N)=O	7%	2%	-6%	19	-5%	-1%	-11%	0%	-17%	0.6%	1%
CC(C)(C)CC(=O)Nc1cc(S(=O)(=O)N2CCOCC2)ccc1N1CCCC1	1%	-11%	-4%	-2	-3%	?	2%	15%	-1%	-0.1%	-8%
COc1ccc(Cl)cc1NC(=O)NCC1CCN(Cc2ccccc2F)CC1	-16%	0%	-1%	-2	?	-1%	0%	-1%	-16%	0.3%	0%
COc1ccc(-n2nnc3c(SCc4ccccc4)ncnc32)cc1	4%	3%	-4%	-13	2%	0%	7%	?	17%	-0.2%	-1%
O=C(CC1NCCNC1=O)OCCCc1ccccc1 (configuration not stated)	4%	0%	1%	-3	-5%	-3%	-5%	0%	?	0.1%	0%
COc1ccc(C(=O)NCCc2c[nH]c3ccc(OC)cc23)cc1	-8%	-1%	-1%	-5	-3%	2%	12%	-6%	-6%	0.1%	1%
COc1ccccc1/C(C)=N/Oc1cc(N)cc([N+](=O)[O-])c1	22%	1%	0%	3	5%	-9%	-10%	?	?	0.2%	3%
CCOC(=O)c1cnc2c(C)c(C)ccc2c1Nc1ccc(S(=O)(=O)Nc2ncccn2)cc1	-13%	-2%[46.1 µM]	-3%	30	-7%	-5%	6%	-2%	?	-0.9%	2%
O=C(COc1ccccc1Cl)Nc1ccc2[nH]c(=O)[nH]c2c1	-6%	0%	0%	1	1%	-3%	15%	6%	-1%	-0.3%	1%
Cc1ccc(S(=O)(=O)N2[C@@H](c3ccc(C(C)C)cc3)C(C(=O)O)=C[C@H]2C(C)(C)C)cc1	/	-4%	-7%	-3	4%	4%	-10%	-4%	4%	-0.6%	4%
CCOC(=O)c1ccc(-n2c(CN3CCOCC3)nc3ccc([N+](=O)[O-])cc3c2=O)cc1	0%	-5%	0%	-4	-17%	1%	-2%	-17%	4%	0.1%	-1%
O=C1OCC2=C1C(c1ccccc1)CC(=O)N2c1ccc(F)cc1 (configuration not stated)	-2%	2%	0%	-3	0%	-1%	-11%	-7%	0%	-0.3%	-2%
Cn1cnnc1SCC(=O)Nc1ccc(S(N)(=O)=O)cc1	0%	-51%	0%	9	-4%	-2%	2%	7%	9%	0.6%	1%
Cc1c(NC(=O)/C(C#N)=C/c2ccc(-c3ccccc3Cl)o2)c(=O)n(-c2ccccc2)n1C	18%	8%[46.1 µM]	-21%	-10	-20%	-1%	-8%	?	?	-0.5%	0%
CCCOC(=O)C1=C(C)NC2=C(C(=O)CC(C)(C)C2)C1c1cccnc1 (configuration not stated)	-2%	-6%[46.1 µM]	-8%	1	5%	0%	5%	6%	-9%	0.2%	3%
NC1=NC(=O)C(Cc2ccccc2)S1 (configuration not stated)	4%	1%	-1%	-1	0%	-3%	3%	-2%	21%	-0.1%	2%
CC(C)(C)c1ccc(C(=O)NCC(=O)OCCN2C(=O)c3ccccc3C2=O)cc1	11%	0%	1%	-9	0%	1%	-8%	-7%	?	0.3%	0%
CC(C(=O)NC1CCCCCC1)n1cc([N+](=O)[O-])cn1 (configuration not stated)	17%	3%	-1%	-4	0%	-2%	13%	1%	7%	0.0%	3%
CCN(CC)CCCNC(=O)CCC(=O)Nc1ccc2nc(N3CCC(C)CC3)cc(C)c2c1	-7%	2%	0%	-3	-41%	-6%	5%	-19%	?	-0.5%	9%
O=C(Nc1ccc2c(c1)OCO2)C1CCN(c2ccc(S(=O)(=O)N3CCOCC3)cc2)CC1	4%	-1%	-8%	10	/	3%	1%	-1%	?	-3.1%	2%
CC(C)C12CCC(C(=O)O)C(C1)C(=O)O2 (configuration not stated)	1%	0%	-6%	-1	-2%	4%	9%	1%	?	7.9%	-1%
COc1ccccc1N(CC(O)Cn1c(C)nc2ccccc21)S(=O)(=O)c1ccccc1 (configuration not stated)	-3%	0%[46.1 µM]	0%	4	2%	0%	-3%	6%	-15%	0.1%	3%
COc1cc2c(cc1OC)CN(Cc1cc(OC)c3c(c1)OCO3)CC2	-8%	3%	1%	34	2%	6%	-3%	7%	-9%	0.3%	3%
O=C(O)c1cc([N+](=O)[O-])cc2c1C=Cc1ccccc1O2	-6%	5%	-4%	-1	-2%	-8%	-1%	3%	5%	-0.7%	-2%
O=C(C(c1ccccc1)c1ccccc1)N1CCN(Cc2ccc(Br)cc2)CC1	1%	2%	-4%	1	12%	-5%	-23%	1%	-19%	-0.2%	1%
O=c1c2ccccc2nc2n1C(CBr)CS2 (configuration not stated)	5%	-4%	0%	7	4%	-12%	8%	4%	12%	0.1%	0%
CCN1CCN(Cc2ccc(NC(=O)c3cc(NC(=O)c4ccno4)cc(OC)c3)cc2C(F)(F)F)CC1	16%	0%	-2%	2	-27%	-6%	13%	-3%	2%	-0.2%	-9%
Cc1nc(-c2ccccc2)sc1C(=O)NN	3%	-3%	-6%	1	10µM*	-1%	2%	?	-27%	-0.7%	6%
COc1ccc(OCc2nnc3n2N=C(c2ccc(Br)cc2)CS3)cc1	6%	-3%	-2%	-16	-6%	0%	-5%	-15%	?	0.1%	-4%
CCN1CCN(C(=O)c2ccc(Cl)c(S(=O)(=O)N3CCCCC3)c2)CC1	-1%	1%	-5%	2	-11%	2%	1%	2%	4%	-0.4%	-1%
CCOC(=O)C(NC(=O)NC1CCCCC1)(c1ccccc1)C(F)(F)F (configuration not stated)	-3%	1%	-5%	12	/	0%	-11%	22%	7%	0.1%	0%
